NOD1 inhibition – NOD1 signaling inhibitors, primary screen, cell-based, luminescence, uHTS (AID 1578) | NOD1-driven NF-kB luciferase reporter cells, luminescence; higher % means a stronger effect | one-dose inhibition, % at 4 µM; EC50 in µM for titrated hits | 290,000 tested, 1% active; in the data active = inhibition mostly above about 36%, no sharp cut-off; inactive = mostly below about 34%;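 also: HEK-293T reporter cells stimulated with the NOD1 agonist gamma-tri-DAP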
GPR55 beta-arrestin – GPR55 agonists via beta-arrestin recruitment, primary screen, imaging, U2OS cells, beta-arrestin-GFP redistribution (AID 1961); G-protein coupled receptor 55 (Homo sapiens); U2OS GPR55 beta-arrestin-GFP redistribution imaging; higher % means a stronger effect; activation, % at 10 µM, or EC50 in µM where a hit was titrated; 290,000 tested, 0.048% active;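 active = activation above 40% with more than 50 cells counted in the well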;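 also: U2OS osteosarcoma cells stably expressing GPR55 and beta-arrestin-GFP; plate controls were DMSO negative control for no effect and LPI positive control for full effect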
Dynein transport – inhibitors of GR-EGFP nuclear translocation, primary screen, dynein cargo transport inhibitor project, imaging, high-content, 3617.4 mouse cells; test concentration mostly 20 µM; stimulated with dexamethasone, 1 µM; hits give low values; z-score, hits read low; 220,000 tested, 0.47% active; AID 1381, 2008;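 active = plate z-score of nuclear minus cytoplasmic receptor signal below a set negative limit, without overly bright fluorescence or cell loss, cut at about -3.5 in these data, passing the limit was not always enough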;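 also: z-score of nuclear minus cytoplasmic ring GR-EGFP intensity difference per well; some compounds called inactive have numbers as strong as hits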
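Schedule: 48 h induction, then 1 h compound, then 30 min agonist, 37 °C. Buffer or medium: tetracycline-free induction medium containing charcoal-stripped FBS. Reagent: 1.0 µM final dexamethasone stimulus. Evaluation: nuclear versus cytoplasmic GR-EGFP signal, averaged per well. Signal: high-content fluorescence imaging after fixation.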
AID2073 – inhibitors of Mint1-CaV2.2 protein interaction, biochemical, HTRF (AID 2073) | inhibition, % at 20 µM; hits with a dose series show IC50 in µM | HTRF protein-protein interaction, Mint1-CaV2.2; higher % means a stronger effect | Voltage-dependent N-type calcium channel subunit alpha-1B (Homo sapiens) | 290,000 tested, 0.19% active; in the data active = inhibition mostly above about 51%, no sharp cut-off; also: some results filed as inactive read as strong as hits
KOR beta-arrestin-1 – KOR agonists, beta-arrestin recruitment, primary screen, cell-based, luminescence, uHTS (AID 1777); Kappa-type opioid receptor (Homo sapiens); KOR beta-arrestin recruitment, luminescence; higher % means a stronger effect; activation, % at 10 µM, or EC50 in µM where a hit was titrated; 280,000 tested, 0.02% active; in the data active = activation above about 50%, passing the limit was not always enough; also: a part of the inactive calls stands beside numbers as strong as those of hits
P. falciparum M1AAP – P. falciparum M1AAP inhibitors, biochemical, fluorogenic H-Leu-NHMec substrate, 1536-well (AID 1445). 220,000 tested, 0.42% active. inhibition, % at 30 µM, or IC50 in µM where a hit was titrated. recombinant M1AAP, H-Leu-NHMec fluorogenic kinetic assay; higher % means a stronger effect. Aminopeptidase N (Plasmodium falciparum (isolate 3D7));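 active = primary inhibition above the hit cutoff, then over 50% inhibition at one or more dose response concentrations, cut at about 23% in these data, passing the limit was not always enough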;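 also: plate controls were DMSO full reaction for no effect and no enzyme background for full effect; strong numbers were not always called active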
NOD2 inhibition – NOD2 signaling inhibitors, cell-based, luminescence, uHTS, HEK293 (AID 1566) | inhibition, % at 4 µM; hits with a dose series show EC50 in µM | 290,000 tested, 0.63% active | HEK293 NOD2/NF-kB luciferase reporter, luminescence; higher % means a stronger effect; also: many of its hits are not listed in these tables
P. falciparum M17LAP – P. falciparum M17LAP inhibitors, primary screen, biochemical, fluorogenic H-Leu-NHMec substrate, 1536-well (AID 1619); Leucine aminopeptidase (Plasmodium falciparum (isolate 3D7)); recombinant M17LAP, H-Leu-NHMec fluorogenic kinetic assay; higher % means a stronger effect; inhibition, % at 30 µM; hits with a dose series show IC50 in µM; 220,000 tested, 0.38% active;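 active = compound inhibiting the enzyme by more than half at any dose during confirmatory dose-response retesting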;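 also: plate controls were full reaction with DMSO carrier for no effect and no enzyme background for full effect; strong numbers were not always called active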
KOR beta-arrestin-2 – KOR antagonists, beta-arrestin recruitment, cell-based, luminescence, uHTS (AID 1778); Kappa-type opioid receptor (Homo sapiens); KOR beta-arrestin recruitment, luminescence, antagonist mode; higher % means a stronger effect; inhibition, % at 10 µM; hits with a dose series show IC50 in µM; 290,000 tested, 0.091% active; also: strong numbers were not always called active
Dynein transport cytoplasmic EGFP – further read-out of Dynein transport, marked with its call; z-score; measured here: cytoplasmic GR-EGFP intensity; hits give high values
Dynein transport nuclear GR-EGFP – second read-out of Dynein transport, no call of its own (marks repeat the call); z-score; measured here: nuclear GR-EGFP intensity;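 lower value marks the stronger effect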
Dynein transport cell count – second read-out of Dynein transport, no call of its own (marks repeat the call); z-score; measured here: cell count per field
* hit, by the source's call; . = not tested or not shown; [ ] = dose if it differs, or a comment. Rule as the data show it, unless noted: active = inhibition above about 50%; inactive = the rest.

NOD1 inhibition	GPR55 beta-arrestin	Dynein transport	Dynein transport cytoplasmic EGFP	Dynein transport nuclear GR-EGFP	Dynein transport cell count	AID2073	KOR beta-arrestin-1	P. falciparum M1AAP	NOD2 inhibition	P. falciparum M17LAP	KOR beta-arrestin-2	molecule
1%	1.0%	1.2	-0.17	0.7	-1.5	-9%	4.0%	8%	5%	-2%	-35%	COc1cc(OC)c(C2C(C#N)=C(N)Oc3cc(C)n(CCCN4CCOCC4)c(=O)c32)cc1OC (stereo not drawn)
24%	-0.2%	-0.53	-0.15	-0.2	0.99	-14%	9.6%	8%	-3%	9%	34%	CCOc1ccc(NC(=S)N2CCC(N(C)CC3CCCO3)CC2)cc1 (stereo not drawn)
-20%	0.5%	0.7	0.7	1.6	-1.6	4%	2.2%	0%	11%	16%	-25%	Cc1[nH]nc2c1C(c1ccc(-c3ccc(Cl)cc3)o1)C(C#N)=C(N)O2 (stereo not drawn)
-14%	0.1%	1.1	-0.18	0.47	-0.65	11%	-6.4%	-4%	7%	-5%	-17%	Cc1ccc2cccc(NC(=O)c3ccc(Br)o3)c2n1
45%	-0.2%	-1.7	-0.25	-0.55	0.7	11%	-4.6%	5%	-42%	-3%	-12%	CC(Cc1cccs1)NC(=O)Nc1ccc(Cl)c(Cl)c1 (stereo not drawn)
-60%	-0.1%	0.62	-0.013	0.53	0.41	-2%	-3.7%	4%	-32%	17%	-34%	c1ccc(COc2ccc(OCCCN3CCCCC3)cc2)cc1
-36%	-0.3%	0.31	-0.32	0.56	-0.21	6%	1.2%	2%	-25%	10%	0%	CCC(=O)Nc1ccc(NC(=O)c2cc3ccccc3o2)cc1
5%	0.2%	0.29	0.061	0.022	-0.041	-4%	-6.1%	11%	16%	6%	32%	COC(=O)C(C)N(c1ccc(C)cc1)S(=O)(=O)c1c(C)[nH]c(=O)[nH]c1=O (stereo not drawn)
-11%	-0.1%	.	.	.	.	6%	3.2%	.	-8%	.	-21%	OCCN1CCN(CC(O)COC(c2ccc(F)cc2)c2ccc(F)cc2)CC1 (stereo not drawn)
-10%	0.2%	-0.36	-0.2	-0.22	0.37	-28%	3.0%	7%	10%	-2%	-6%	CC(C)n1cnc2c(=S)nc[nH]c21
-26%	0.2%	2.3	-0.26	0.64	0.27	12%	-1.3%	4%	-18%	4%	-28%	CCc1ccc(S(=O)(=O)c2nnn3c2nc(NCCNC(C)=O)c2ccccc23)cc1
-24%	0.4%	-0.15	-0.23	0.062	0.089	12%	-3.3%	3%	-40%	4%	-2%	O=C(Oc1ccc2cc(Br)ccc2c1)N1CCCCCC1
-15%	-0.2%	-0.43	-0.19	0.2	0.76	5%	4.8%	-1%	-6%	26%	-36%	O=C(/C(=N\O)n1cncn1)c1ccc(Br)cc1Br
17%	0.2%	-0.74	-0.15	-0.48	0.78	2%	-1.5%	12%	1%	8%	-15%	CCOc1cc(C2/C(=C(/O)c3ccc(OC(C)C)cc3)C(=O)C(=O)N2CCCOC)ccc1O (stereo not drawn)
0%	-0.1%	.	.	.	.	-1%	-5.9%	.	32%	.	-15%	O=C(c1ccccc1)N1CCN(C(=O)c2nn3c(C(F)(F)F)cc(-c4ccccc4)nc3c2Br)CC1
-13%	0.7%	1.5	0.064	1.9	-2.2	3%	-2.0%	3%	7%	2%	17%	O=C(O)CN1C(=O)C2(OCCCO2)c2ccccc21
0%	-0.2%	0.45	-0.24	0.4	0.19	29%	-3.5%	0%	0%	2%	-11%	O=C1c2ccccc2C(O)(c2ncc[nH]2)N1C1CCCCC1 (stereo not drawn)
-2%	-0.1%	.	.	.	.	-1%	-7.2%	.	12%	.	-44%[20 µM]	O=C(CN1C(=O)NC(c2ccccc2)(c2ccccc2)C1=O)NCCNCCO
-5%	-0.1%	-0.02	-0.23	0.013	0.31	-16%	3.7%	11%	13%	19%	11%	O=C(CSc1ccc2c(c1)OCCO2)Nc1ccc(Cl)cn1
-10%	-0.2%	-0.87	-0.31	-0.74	0.94	6%	0.0%	-17%	-8%	-1%	-42%	C=CCc1cccc2ccc(=O)oc12
-10%	0.3%	.	.	.	.	6%	6.3%	.	2%	.	-12%	COc1ccc(OC)c(NC(=O)NC2CCCCCCC2)c1
13%	0.5%	-1.2	-0.25	-0.58	1	49%	0.6%	8%	-15%	7%	6%	C=CCOc1c(Br)cc(/C=C2/NC(=S)N(C(C)=O)C2=O)cc1OC
-10%	-0.1%	.	.	.	.	7%	-21%	.	-139%	.	-12%	COc1ccc(-c2csc(Nc3cccc(C)n3)n2)cc1C
-1%	-0.2%	1.4	-0.16	1.3	-1.7	14%	-1.8%	12%	-64%	14%	6%	CC(C)S(=O)(=O)c1csc(C(=O)Nc2ccc(F)cc2)c1N
22%	0.3%	2.7	0.22	1.9	-2.4	21%	1.3%	3%	43%	-1%	15%	Cc1csc2c(=O)sc(NC(=O)c3ccc(F)cc3Cl)nc12
2%	-0.1%	.	.	.	.	8%	-4.2%	.	7%	.	-4%[20 µM]	CC1CCCCC1NC(=O)c1cccc(NC2=NC3CS(=O)(=O)CC3S2)c1 (stereo not drawn)
-1%	0.0%	.	.	.	.	5%	-4.8%	.	-9%	.	-18%	COc1ccc(C(CCN(Cc2ccc(OC)c(OC)c2)C(C)=O)C(C)C)cc1 (stereo not drawn)
-10%	0.3%	0.029	-0.21	-0.0052	0.11	-10%	-2.1%	-3%	-10%	-1%	16%	Clc1cccc(Sc2ccc(-c3ccccn3)s2)c1
-45%	-0.1%	.	.	.	.	-8%	2.9%	.	-33%	.	-32%	Cc1ccc(C(=O)NC(=S)Nc2cccnc2Cl)cc1
-85%	-0.2%	0.73	-0.15	0.39	-0.28	-2%	-2.4%	13%	-98%	8%	12%	COc1ccccc1-c1cc(C(=O)N2CCCCC2)no1
-24%	0.0%	.	.	.	.	4%	-5.5%	.	9%	.	-7%	O=C(NNS(=O)(=O)c1ccccc1)Nc1ccc(F)cc1
-17%	-0.2%	.	.	.	.	-4%	4.1%	.	11%	.	-9%[20 µM]	COC(=O)[C@@H](Cc1ccc(O)cc1)NC(=O)[C@H]1CCC(=O)N1C(=O)OCc1ccccc1
-26%	-0.1%	.	.	.	.	20%	2.6%	.	20%	.	9%	COc1ccc(NC(=O)c2cc(-c3ccccc3Cl)on2)cc1OC
-59%	-0.2%	-0.15	0.36	-0.17	0.36	-1%	5.7%	9%	-115%	7%	-45%	c1ccc(COc2ccc(CN3CCN(c4ccccn4)CC3)cc2)cc1
-24%	0.2%	-0.43	-0.15	-0.089	0.27	-3%	1.2%	4%	-8%	6%	3%	CC(=O)Nc1ccc(-c2nnn(CC(=O)c3ccccc3)n2)cc1Cl
-35%	-0.1%	-0.42	-0.29	-0.019	0.53	4%	-4.6%	7%	-28%	-6%	23%[20 µM]	COC(=O)C1=C(N)OC2=C(C(=O)CC(C)(C)C2)C1c1ccccc1OCC#N (stereo not drawn)
1%	-0.2%	0.43	-0.24	0.79	-0.31	7%	-5.6%	3%	-6%	-4%	-18%	O=CN(CCN(C=O)CN1CCCCC1)CN1CCCCC1
-16%	-0.3%	-0.1	-0.32	0.022	-0.02	-10%	-3.5%	-1%	4%	-2%	-20%	Cc1ccc(-n2ncc3c(=O)[nH]c(SCC(=O)N4CCOCC4)nc32)cc1
8%	-0.1%	-0.096	-0.21	0.12	-0.0098	-1%	.	1%	-67%	3%	-96%	Cc1ccc(CNC(=O)Nc2ccccc2)cc1
-14%	0.0%	-0.48	-0.25	-0.35	0.78	-7%	3.0%	2%	9%	7%	-10%	Cc1cc(C(C)(C)C)cc(C)c1C(=O)O
-6%	1.0%	0.15	-0.23	0.15	0.35	0%	-0.2%	2%	20%	15%	.	CCNC(=O)CN(C1CCCCC1)S(C)(=O)=O
-16%	1.0%	.	.	.	.	-7%	5.3%	.	-9%	.	-18%	COc1ccc(NC(=O)Cn2nc(C(=O)O)c3ccccc3c2=O)cc1Cl
-40%	-0.1%	.	.	.	.	5%	3.5%	.	0%	.	-8%	COc1cccc(S(=O)(=O)N2CCN(Cc3ccc4c(c3)OCO4)CC2)c1
-5%	0.8%	0.72	-0.19	0.33	-0.66	-12%	1.3%	11%	11%	-1%	27%	CC[N+](C)(CC)CC(=O)OCC1C(C)C=C(C)CC1C (stereo not drawn)
-21%	0.1%	-0.96	0.24	-0.07	0.2	-7%	1.2%	4%	-1%	11%	2%	O=C(O)CSc1nnc(Cn2cnc3ccccc32)n1CCc1ccccc1
-24%	-0.2%	0.27	-0.38	0.42	0.66	12%	-1.8%	5%	-10%	-3%	22%	CSc1ncccc1C(=O)OCc1ccc(Br)cc1

Another view of two compounds above:
Second line of a record – NOD1 inhibition, GPR55 beta-arrestin, Dynein transport, Dynein transport cytoplasmic EGFP, Dynein transport nuclear GR-EGFP, Dynein transport cell count, AID2073, KOR beta-arrestin-1, P. falciparum M1AAP, NOD2 inhibition, P. falciparum M17LAP, KOR beta-arrestin-2
- COc1cccc(S(=O)(=O)N2CCN(Cc3ccc4c(c3)OCO4)CC2)c1
→ -40%, -0.1%, ., ., ., ., 5%, 3.5%, ., 0%, ., -8%
- CC[N+](C)(CC)CC(=O)OCC1C(C)C=C(C)CC1C (stereo not drawn)
→ -5%, 0.8%, 0.72, -0.19, 0.33, -0.66, -12%, 1.3%, 11%, 11%, -1%, 27%

Screening data: PubChem BioAssay, several laboratories

Only part of the results is shown (hit frequency here may not be typical).
